Screens from PubChem BioAssay.
ZTA counter – ZTA (EBV) inhibition in EBNA-1 counter-screen | AID 2234 | P03206 | ZTA-DNA binding, fluorescence polarization | hit rate 0.15% among 320,000 | inhibition, % at 11 µM; in the data active = inhibition above about 33%
Target sequence (P03206 whole entry, looked up): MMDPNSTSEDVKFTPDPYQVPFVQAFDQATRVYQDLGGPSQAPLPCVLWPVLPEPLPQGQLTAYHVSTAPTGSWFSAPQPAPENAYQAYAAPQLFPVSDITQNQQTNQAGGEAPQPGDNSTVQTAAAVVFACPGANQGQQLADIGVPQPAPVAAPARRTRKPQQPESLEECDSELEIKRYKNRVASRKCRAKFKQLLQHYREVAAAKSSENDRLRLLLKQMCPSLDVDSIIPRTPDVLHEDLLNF
TPT1 inhibitor – Candida albicans TPT1 enzyme inhibitors, primary screen, biochemical, fluorescence polarization; tRNA 2'-phosphotransferase TPT1 (Candida albicans SC5314); hit rate 0.81% among 300,000; recombinant caTPT1, FP RNA substrate dephosphorylation; inhibition, % at 5 µM;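 active = inhibition above the mean of all tested compounds plus 3 SD, set per screening campaign, cut at about 24% in these data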;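 note: plate controls were DMSO alone for no effect and ferristatin control at 100 nM for full effect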
Yeast superoxide – reduction of superoxide in aged yeast, primary screen, HTS. S. cerevisiae aged cells, superoxide DHE fluorescence; stronger effect = lower value. superoxide response (% of plate mean), % at 10 µM. hit rate 0.18% among 330,000. AID 2690, 2010;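 active = superoxide response under a set limit, about three screen SD below normal, cut at about 65% in these data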;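 note: yeast aged for seven days with compound at 30 °C before DHE staining; 100% = average MFI of all compound-treated wells on the plate with controls excluded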
EBNA-1 inh – EBNA-1 DNA-binding inhibitors, primary screen, biochemical, fluorescence polarization. inhibition, % at 14.8 µM. hit rate 0.34% among 300,000; in the data active = inhibition above about 28%
PP1 counter – PP1-alpha phosphatase inhibitors, primary screen, counter-screen for PP5 inhibitor project, biochemical, fluorescence, OMFP substrate, single point | hit rate 0.9% among 320,000 | inhibition, % at 6.7 µM | purified PP1alpha;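 active = inhibition above the mean inhibition of all tested compounds plus 3 SD, computed separately for each screening campaign, cut at about 15% in these data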
Target sequence (P62136 whole entry, looked up): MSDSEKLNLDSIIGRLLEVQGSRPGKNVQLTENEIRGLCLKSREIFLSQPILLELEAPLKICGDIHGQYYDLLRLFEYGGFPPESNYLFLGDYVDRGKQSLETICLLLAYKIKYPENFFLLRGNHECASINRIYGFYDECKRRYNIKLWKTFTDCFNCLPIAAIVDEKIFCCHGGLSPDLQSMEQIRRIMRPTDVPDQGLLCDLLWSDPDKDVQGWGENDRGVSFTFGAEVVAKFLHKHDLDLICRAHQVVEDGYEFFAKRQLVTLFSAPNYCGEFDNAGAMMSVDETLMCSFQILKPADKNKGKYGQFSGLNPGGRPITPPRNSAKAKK
Fh CTSL1 inh – Fasciola hepatica cathepsin L1 inhibitors, primary screen, counter-screen for PFM18AAP inhibitor project, biochemical, QFRET, fluorogenic peptide substrate | recombinant F. hepatica cathepsin L1, Z-Leu-Arg-MCA fluorescence | inhibition, % at 5.96 µM | hit rate 0.49% among 300,000;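 active = inhibition above the mean of all tested compounds plus 3 SD, set per screening campaign, cut at about 17% in these data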;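 note: 0% = plate median of test compound wells and 100% = 1 µM Z-Phe-Ala-diazomethylketone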
HCV core dimer – inhibitors of HCV core protein dimerization, primary screen, biochemical, TR-FRET, high-throughput; TR-FRET GST/Flag-core106 dimerization, 1536-well; inhibition, % at 5 µM; hit rate 0.33% among 300,000;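 active = inhibition above the mean of all tested compounds plus 3 SD, set per screening campaign, cut at about 45% in these data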
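System: GST/Flag-tagged HCV core106 proteins. Incubation: compound-protein-antibody incubation 4 h at 22.5 °C. Technique: HTRF with 340 nm excitation, 617/671 nm emission. Medium: KF-containing HEPES buffer, pH 7.45, DTT, CHAPS, BSA. Read-out: inhibition (%) from 671 over 617 nm ratio. Also added: Eu(K)-anti-GST 90 ng/mL plus XL665-anti-Flag 1 µg/mL.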
PP5 inh – PP5 phosphatase inhibitors, primary screen, biochemical, fluorescence; Serine/threonine-protein phosphatase 5 (Homo sapiens), P53041; purified PP5c, OMFP substrate fluorescence; inhibition, % at 6.7 µM; hit rate 0.18% among 320,000; AID 1987, 2009;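 active = inhibition above the campaign's mean inhibition across all tested compounds plus 3 SD, cut at about 9.5% in these data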;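 note: 0% = DMSO only and 100% = 100 µM cantharidin control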
GASC-1 inh – inhibitors of GASC-1 histone demethylase, primary screen, biochemical, fluorescence, DELFIA europium | GST-JMJD2C(1-420) H3K9me3 demethylation | AID 2099, 2009 | Lysine-specific demethylase 4C (Homo sapiens), Q9H3R0 | hit rate 0.069% among 330,000 | inhibition, % at 2.35 µM;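 active = more than half of a compound's replicate wells show inhibition beyond 50%, single wells judged on their own value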;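 note: signal counts dimethyl H3K9 product captured on neutravidin plate; 0% = median of DMSO wells and 100% = 0.3 times that DMSO median; strong numbers were not always called active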
Target sequence (Q9H3R0 1-420 limits assumed): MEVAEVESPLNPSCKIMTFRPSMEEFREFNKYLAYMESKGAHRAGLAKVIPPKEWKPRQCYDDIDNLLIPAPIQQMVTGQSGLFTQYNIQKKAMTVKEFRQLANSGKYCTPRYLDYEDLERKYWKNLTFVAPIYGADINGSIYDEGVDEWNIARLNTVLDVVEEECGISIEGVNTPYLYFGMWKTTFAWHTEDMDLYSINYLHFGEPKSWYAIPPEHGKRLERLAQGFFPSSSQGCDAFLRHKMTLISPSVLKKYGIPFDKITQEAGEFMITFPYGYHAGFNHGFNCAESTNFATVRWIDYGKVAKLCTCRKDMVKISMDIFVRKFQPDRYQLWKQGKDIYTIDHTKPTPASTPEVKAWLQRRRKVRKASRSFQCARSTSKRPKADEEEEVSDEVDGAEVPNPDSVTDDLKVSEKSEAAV
The depositor's hits bear a star; i = inactive; . = not tested or not shown.

SMILES	ZTA counter	TPT1 inhibitor	Yeast superoxide	EBNA-1 inh	PP1 counter	Fh CTSL1 inh	HCV core dimer	PP5 inh	GASC-1 inh
C=CCOc1cccc(/C=N/NC(=O)CN2CCCCC2)c1	-4	-5	100	-6	12	-6	-6	2.4	-11
Cc1ccc(N(Cc2ccc([N+](=O)[O-])cc2)C(=O)c2ccco2)cc1	21	-3	100	4	2	-2	26	3.3	-38
CC(/C=N/Nc1ccc2nncn2n1)=C\c1ccccc1	-4	0	105	1	-5	0	-2	-1.5	-3
O=C(CCC(=O)c1ccccc1)NCc1ccccc1	1	-2	103	-5	-6	-2	-1	2.7	0
O=C(O)CC(CNS(=O)(=O)c1ccccc1)c1ccccc1 (configuration not stated)	-4	0	91	5	-2	-1	-6	1.2	2
CCN(CC)C(=O)CSc1ncnc2c1cnn2-c1ccccc1	-7	2	117	6	-2	-2	-3	5.2	16
COc1ccc(Nc2nc(C)cc(=O)[nH]2)cc1	5	-7	92	7	-1	1	-7	-2.7	1
COc1ccc(C(=O)Nc2cccc(C)c2)cc1S(=O)(=O)N1CCOCC1	14	2	96	14	-1	-2	-4	-0.5	i
Cc1ccc(C)c(NC(=O)c2ccccc2NC(=O)C2CCCO2)c1 (configuration not stated)	-8	-3	112	5	-2	0	3	-0.4	9
C=CCNC(=O)c1ccccc1NC(=O)c1cccc2ccccc12	12	4	105	-1	-1	-1	-4	2.5	1
CCN(CC(=O)Nc1ccc2c(c1)OCCO2)C(=O)CSCC(=O)Nc1ccc(C)cc1	0	3	101	-12	-11	-6	-6	0.5	-22
CCOC(=O)C1CCCN(Cc2nc(C3CC3)no2)C1 (configuration not stated)	-23	1	118	-10	-4	-2	-5	0.7	-11
CC1=CC(C)C(C(=O)O)C(C(=O)N2CCN(C)CC2)C1 (configuration not stated)	13	-2	90	6	-1	0	0	-0.2	4
CCSc1nnc(NC(=O)CSc2nnc(Cc3cccn3C)n2-c2ccc(C)cc2)s1	-5	-3	86	9	2	4	4	0.5	21
COc1cc(C(=O)NC(=S)Nc2ccc([N+](=O)[O-])cc2)cc(OC)c1OC	-3	3	91	2	0	5	-1	0.3	-3
COc1ccc(S(=O)(=O)N2CCN(CC(=O)NC3CC3)CC2)cc1	-12	-2	102	2	-4	-2	0	2.0	43
CC(=O)NC(=S)Nc1ccc(-c2nc3ccc(C)cc3s2)cc1	-5	2	102	12	2	4	-8	-0.1	-2
Cc1ccc(/C=C(\C#N)c2nn(-c3ccccc3)c(N)c2C#N)cc1	2	5	76	4	2	-2	6	0.3	20
NC(=O)CCn1nc(-c2ccccc2)c2ccccc2c1=O	-10	-4	111	-3	4	2	2	4.2	-4
COCCN(C(=O)COC(=O)CCn1c(C)csc1=O)c1c(N)n(Cc2ccccc2)c(=O)[nH]c1=O	-13	2	122	-9	-5	-2	-3	-0.8	2
CCc1c(C)nc(N)n2c(SCC(=O)Nc3ccccc3)nnc12	-3	-1	99	3	0	1	-5	3.3	5
Cc1nnc(SCC(=O)Nn2cnnc2)s1	9	-1	93	12	1	2	-3	-0.9	-6
COc1cc(C(=O)Nc2cccc3ncccc23)cc(OC)c1OC	6	-1	90	12	-1	0	-5	1.3	10
Cc1c(OC(C)C(=O)N2C[C@H]3C[C@@H](C2)c2cccc(=O)n2C3)ccc2c3c(c(=O)oc12)CCC3 (some centres not stated)	-3	-6	89	-4	1	2	-1	3.4	0
CS(=O)(=O)Nc1ccccc1C(=O)NC1CC2CCC1C2 (configuration not stated)	-1	2	115	0	0	-3	-5	-1.3	75
Additional records.
SMILES	ZTA counter	TPT1 inhibitor	Yeast superoxide	EBNA-1 inh	PP1 counter	Fh CTSL1 inh	HCV core dimer	PP5 inh	GASC-1 inh
COCCn1c(=S)[nH]c2ncccc2c1=O	3	1	113	0	-1	2	0	-1.6	-2
Cc1ccc(OCC(=O)Nc2cccc(S(=O)(=O)N3CCCCCC3)c2)c([N+](=O)[O-])n1	9	-2	112	4	3	-7	5	2.4	9
COc1ccc(NC(=O)C2CC(=O)N(C)C(=Nc3ccc4c(c3)OCO4)S2)cc1 (configuration not stated)	1	4	106	-8	-3	-4	1	12*	1
Cc1cc(CSC(=N)N)c(CSC(=N)N)cc1C	-11	-1	123	-8	4	3	-22	2.9	-6
Cc1cccn2c(=O)c(/C=N/O)c(N3CCCCC3)nc12	-7	3	101	-2	-1	3	-2	3.1	5
COc1ccc(S(=O)(=O)N2CCN=C2SCc2cccc(F)c2)cc1	-4	-2	100	2	-1	0	2	2.5	0
Cc1c(C(=O)Nc2ccc(Br)cc2)cnn1C	2	-4	100	7	0	-3	4	0.0	-4
COc1ccc(N2CCN(CCCNC(=O)Cn3c(=O)c4cccn4c4ccccc43)CC2)cc1	-10	0	84	6	-1	-2	2	-0.1	6
C=CCNC(=S)/N=c1/ccccn1CCC	-3	-1	98	-6	-1	0	1	3.4	-13
COc1ccc(C(=O)Nc2ccc3ccccc3c2)cc1OC	-21	-3	107	-6	3	-5	-4	4.2	-12
Cn1c(=O)c(C(=O)Nc2ccccn2)c(O)c2ccccc21	9	-1	74	-6	3	0	4	-1.9	-4
COc1ccccc1NC(=O)c1cc(C(=O)Nc2ccccc2OC)cc(N2C(=O)CCC2=O)c1	9	1	117	6	-3	-2	2	-0.1	2
Cc1nn(C(=O)c2cccnc2)c(C)c1C	-16	-5	107	8	-6	1	-3	1.3	-1
CC(C)(C)c1ccc(C2C(C(=O)c3ccco3)=C(O)C(=O)N2CC2CCCO2)cc1 (configuration not stated)	8	0	105	-4	13	2	9	1.9	9
COc1ccccc1NC(=O)CSc1nc(=O)n(Cc2ccncc2)c2c1CCCC2	1	4	97	-11	-2	1	3	0.0	5
O=C(CCCl)Nc1ccc(S(=O)(=O)NCc2ccco2)cc1	3	-1	102	-8	5	-2	1	-0.5	2
COc1ccccc1-n1c(C)c(C(C)=O)c2cc(O)ccc21	10	-2	103	4	-4	3	2	-2.0	-7
COc1cc(-c2n[nH]c(=S)n2-c2ccc(C)cc2)cc(OC)c1OC	-8	-3	100	-3	-2	-3	-7	3.4	1
CCOC(=O)N1CCN(C(=O)C2CCC(=O)N(Cc3cccc(C(F)(F)F)c3)C2)CC1 (configuration not stated)	6	-1	96	4	1	-3	2	0.5	1
CCOc1ccc(NC(=O)CNC(=O)COc2ccccc2)cc1	0	0	119	-3	-2	-4	-9	2.3	6
CSc1cccc(NC(N)=O)c1	2	2	102	-4	-5	-3	-4	3.5	2
Cc1ccc(OCC(=O)OCc2nc3scc(-c4ccccc4)c3c(=O)[nH]2)cc1C	9	1	84	5	2	-3	6	-0.1	-12
COc1ccc(C(=O)N2CCC(C(=O)Nc3ccc4c(c3)OCCO4)CC2)cc1	4	-1	114	-7	-1	5	3	1.9	10
O=C(CCNS(=O)(=O)c1ccc2c(c1)CCC(=O)N2)NCc1cccnc1	-11	0	107	-19	3	0	6	2.5	0
CCCNC(=O)Cn1nc(C(F)(F)F)cc1C	-7	0	105	-1	-1	-2	-2	1.5	-3

4 entries from above, field by field.
> C=CCOc1cccc(/C=N/NC(=O)CN2CCCCC2)c1
  ZTA counter: -4
  TPT1 inhibitor: -5
  Yeast superoxide: 100
  EBNA-1 inh: -6
  PP1 counter: 12
  Fh CTSL1 inh: -6
  HCV core dimer: -6
  PP5 inh: 2.4
  GASC-1 inh: -11

> Cc1ccc(N(Cc2ccc([N+](=O)[O-])cc2)C(=O)c2ccco2)cc1
  ZTA counter: 21
  TPT1 inhibitor: -3
  Yeast superoxide: 100
  EBNA-1 inh: 4
  PP1 counter: 2
  Fh CTSL1 inh: -2
  HCV core dimer: 26
  PP5 inh: 3.3
  GASC-1 inh: -38

> CC(/C=N/Nc1ccc2nncn2n1)=C\c1ccccc1
  ZTA counter: -4
  TPT1 inhibitor: 0
  Yeast superoxide: 105
  EBNA-1 inh: 1
  PP1 counter: -5
  Fh CTSL1 inh: 0
  HCV core dimer: -2
  PP5 inh: -1.5
  GASC-1 inh: -3

> O=C(CCC(=O)c1ccccc1)NCc1ccccc1
  ZTA counter: 1
  TPT1 inhibitor: -2
  Yeast superoxide: 103
  EBNA-1 inh: -5
  PP1 counter: -6
  Fh CTSL1 inh: -2
  HCV core dimer: -1
  PP5 inh: 2.7
  GASC-1 inh: 0

PP5 inh, what is marked active above
structure | TPT1 inhibitor | EBNA-1 inh | HCV core dimer | PP5 inh | GASC-1 inh
COc1ccc(NC(=O)C2CC(=O)N(C)C(=Nc3ccc4c(c3)OCO4)S2)cc1 (configuration not stated) | 4 | -8 | 1 | 12* | 1

Returning to the listing; the 4 compounds before the break are reprinted first.
SMILES	ZTA counter	TPT1 inhibitor	Yeast superoxide	EBNA-1 inh	PP1 counter	Fh CTSL1 inh	HCV core dimer	PP5 inh	GASC-1 inh
Cc1ccc(OCC(=O)OCc2nc3scc(-c4ccccc4)c3c(=O)[nH]2)cc1C	9	1	84	5	2	-3	6	-0.1	-12
COc1ccc(C(=O)N2CCC(C(=O)Nc3ccc4c(c3)OCCO4)CC2)cc1	4	-1	114	-7	-1	5	3	1.9	10
O=C(CCNS(=O)(=O)c1ccc2c(c1)CCC(=O)N2)NCc1cccnc1	-11	0	107	-19	3	0	6	2.5	0
CCCNC(=O)Cn1nc(C(F)(F)F)cc1C	-7	0	105	-1	-1	-2	-2	1.5	-3
CC(C)n1c(/N=C/c2c[nH]c3ccccc23)nc2ccccc21	-6	0	95	-3	-2	7	-10	1.6	-6
CC(C)COc1ccc(C(=O)Nc2ccc(NC(=O)c3ccco3)cc2)cc1	6	3	98	13	9	0	12	2.7	-99
CCc1cc(C(=O)O)c(NC(=O)c2cc(OC)c(OC)c(OC)c2)s1	3	-2	129	-5	-1	1	7	1.7	-1
COc1ccccc1NS(=O)(=O)c1cc(C(=O)N2CCN(C/C=C/c3ccccc3)CC2)ccc1C	10	-6	104	-2	0	0	3	0.5	-7
Cc1ccc(O)c(-c2cc(-c3ccccc3[N+](=O)[O-])[nH]n2)c1	-14	-1	120	0	1	-5	-14	5.9	14
CCOc1ccc(S(=O)(=O)N2CCC(C(=O)NCc3ccccn3)CC2)cc1Cl	8	0	136	-20	-5	0	0	0.3	2
O=C(CCS(=O)(=O)c1ccccc1)Nc1ccc(N2CCN(Cc3ccccc3)CC2)cc1	-12	.	84	.	-4	.	.	0.3	.
Cc1cc(CN2CCCCC2)oc1C(=O)O	-11	-1	93	7	-2	4	0	3.2	-1
COCCn1c(=O)[nH]c2cc(C(=O)N3CCN(c4ccc(OC)cc4)CC3)ccc2c1=O	-8	-1	91	-8	3	-4	-4	1.6	0
